D2 antag – antagonizes the human D2 dopamine receptor | P14416 | 340,000 tested, 2% active | AID 485344 | HEK293 TREx D2 cells, calcium flux, dopamine EC80 | inhibition, % at 10 µM; in the data active means inhibition above about 30%; further: 0% is about no effect
Target sequence (P14416 whole entry, looked up): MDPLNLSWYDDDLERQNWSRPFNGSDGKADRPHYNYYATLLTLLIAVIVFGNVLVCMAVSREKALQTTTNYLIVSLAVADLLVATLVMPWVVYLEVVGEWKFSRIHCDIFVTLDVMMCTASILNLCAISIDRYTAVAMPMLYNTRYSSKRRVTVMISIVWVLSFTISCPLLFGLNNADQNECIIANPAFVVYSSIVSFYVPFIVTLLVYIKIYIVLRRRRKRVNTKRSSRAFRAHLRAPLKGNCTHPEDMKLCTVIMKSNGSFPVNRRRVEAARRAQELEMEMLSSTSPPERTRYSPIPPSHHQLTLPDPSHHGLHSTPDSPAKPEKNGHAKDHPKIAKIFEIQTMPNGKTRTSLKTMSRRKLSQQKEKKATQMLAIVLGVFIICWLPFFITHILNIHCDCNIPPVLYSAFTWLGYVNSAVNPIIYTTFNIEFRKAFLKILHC
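Tetracycline-induced HEK293 T-REx cells expressing D2 force-coupled to calcium signalling were dye-loaded, exposed to compound for 180 s, then challenged with an EC80 of dopamine; calcium flux was followed kinetically for a further 180 s.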
USP1-UAF1 inh – USP1/UAF1 (human) deubiquitinase inhibition; O94782; recombinant USP1/UAF1, Ub-Rhodamine cleavage fluorescence; 390,000 tested, 0.23% active; Potency, µM (highest dose often 57.1 µM), without a hit: at the highest dose activity change, negative = inhibition, most hits filed as inhibitors; further: potency means the concentration at half of the fitted maximal effect; on the % scale 0 is the no-effect control and ±100 the full control effect; nearly all actives have a fitted effect of over 60% in size; inactives centre near -12
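High-throughput fluorogenic screen: 1nM USP1/UAF1 complex, Ub-Rho substrate 150nM final, 50mM HEPES pH 7.8 with 0.5mM EDTA, 0.1 mg/ml BSA, 1mM TCEP and 0.01% Tween-20.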
IDH1 R132H inh – inhibitors of human mutant IDH1 R132H; O75874; IDH1-R132H enzyme, NADPH consumption, diaphorase/resazurin fluorescence; Potency, µM (doses to about 76.6 µM), without a hit: top-dose activity change, negative = inhibition, usual class: inhibitors; 390,000 tested, 0.093% active; AID 602179; further: potency means the concentration at half of the fitted maximal effect; on the % scale 0 is the no-effect control and ±100 the full control effect; nearly all actives have a fitted effect of over 65% in size
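IDH1-R132H (0.5 ug/mL dispensed) in pH 7.5 Tris buffer was preincubated 30 min with compound, then given a substrate mix of 0.016 mM NADPH and 2 mM alpha-KG for 80 min at room temperature; remaining NADPH was read by diaphorase/resazurin fluorescence.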
Pin1 inhibitor – blocks the human prolyl isomerase Pin1; Q13526; Pin1 FP peptide displacement, HiFluor488, 10 min; Potency, µM (titrated, usually from 115 µM), for inactives: at the top dose activity, negative = inhibition, actives largely listed as inhibitors; 390,000 tested, 0.009% active; AID 504891; active means well fitted inhibition curve with a large enough effect in the polarisation, with a control signal flat, not every such curve was filed as active; inconclusive means small, poorly fitted or top-dose-only effect, or effect the other way, or a change in a side signal; inactive means no such curve, though single readings can be large or run the other way; the % refers to the polarisation; further: potency means the concentration at half of the fitted maximal effect; on the % scale 0 is the no-effect control and ±100 the full control effect
TRHR enhancer – TRH receptor (human) allosteric enhancement; P34981; TRHR cells, fluo-8 calcium fluorescence, EC20 TRH enhancement; enhancement, % at 2 µM; 360,000 tested, 0.66% active; AID 493056; in the data active means enhancement above about 30%; further: 0% is about no effect
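TRHR-expressing cells loaded with fluo-8 calcium dye were read kinetically (ex 480/em 530) during compound addition, then stimulated with an EC20 of TRH (10 nM final). Enhancement of the Gq-mediated intracellular calcium response was scored.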
TrxR1 inh – rat TrxR1 inhibition | AID 588453 | recombinant rTrxR1, NADPH fluorescence consumption, selenite substrate | 390,000 tested, 1% active | Potency, µM (doses to about 114 µM), without a hit: top-dose activity change, negative = inhibition, actives largely listed as inhibitors | O89049; further: potency means the concentration at half of the fitted maximal effect; on the % scale 0 is the no-effect control and ±100 the full control effect; nearly all actives have a fitted effect of over 65% in size
Target sequence (O89049 whole entry, looked up): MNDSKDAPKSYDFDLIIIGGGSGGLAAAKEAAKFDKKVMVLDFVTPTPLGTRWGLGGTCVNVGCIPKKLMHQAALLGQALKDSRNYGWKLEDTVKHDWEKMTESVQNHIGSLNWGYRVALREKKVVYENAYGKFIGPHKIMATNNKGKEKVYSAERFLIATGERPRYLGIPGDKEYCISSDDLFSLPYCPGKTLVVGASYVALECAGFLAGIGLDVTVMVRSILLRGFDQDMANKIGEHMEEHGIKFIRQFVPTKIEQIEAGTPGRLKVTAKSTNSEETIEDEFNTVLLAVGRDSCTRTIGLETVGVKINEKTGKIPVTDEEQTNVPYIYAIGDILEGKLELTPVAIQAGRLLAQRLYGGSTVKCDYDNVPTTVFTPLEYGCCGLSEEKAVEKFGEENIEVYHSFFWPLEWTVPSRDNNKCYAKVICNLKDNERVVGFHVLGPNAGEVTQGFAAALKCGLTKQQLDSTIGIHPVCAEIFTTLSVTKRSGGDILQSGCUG
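Rat TrxR1 (90 nM in the dispensed reagent) was pre-reduced with 400 uM NADPH for 5 min at room temperature, then incubated with compound for 15 min. After 400 uM selenite was added, NADPH fluorescence (Ex 340/Em 450 nm) was followed for 8 min.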
TrxR1 substrate – substrates of rat thioredoxin reductase 1. purified TrxR1 substrate turnover, NADPH consumption readout. Potency, µM (highest dose often 114 µM), for the others: top-dose activity change, negative = substrate turnover. 390,000 tested, 0.01% active; further: potency means the concentration at half of the fitted maximal effect; on the % scale 0 is the no-effect control and ±100 the full control effect; nearly all actives have a fitted effect of over 50% in size
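Rat TrxR1, dispensed at 90 nM, was prereduced with 400 uM NADPH (final) for 5 min at ~22 deg C, then incubated with compound 15 min before 400 uM selenite. A first-read NADPH fluorescence drop versus no-compound background flagged substrates.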
TRHR agonist – agonists of human TRH receptor; 360,000 tested, 0.18% active; activation, % at 2 µM; P34981; TRHR cells, calcium flux fluo-8, FDSS agonist mode; in the data active means activation above about 30%; further: 0% is about no effect
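In this calcium-flux screen, cells bearing human TRHR are dye-loaded with fluo-8, baselined for 10 cycles, then exposed to library compounds; positive kinetic calcium responses during the agonist phase mark hits, with TRH as control.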
D2 ag – activates the human D2 dopamine receptor. activation, % at 2 µM. HEK293 T-REx D2 cells, calcium flux agonist mode. 340,000 tested, 0.53% active. AID 485358;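 active means activation over 3 SD above normal in the single-dose calcium agonist read, cut at about 30% in these data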; further: 0% is about no effect
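HEK293 Trex D2 cells, tetracycline-induced, o/n 30 C 5% CO2; no-wash Ca dye, RT 30–90 min; 10-cycle baseline, 23 nl cpd added, kinetic Ca read 180 s; agonist hits = positive Ca response.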
Active calls of the source: *; u = inconclusive; x = no result given; [ ] = dose if it differs, or a comment. Unless noted, the call rests on the fitted dose curve; in most records, active means well fitted inhibition curve with a large enough effect; inconclusive means small, poorly fitted or top-dose-only effect; inactive means no such curve, though single readings can be large or run the other way. Only part of the results is shown; rates above refer to the full screens.

item	Structure	D2 antag	IDH1 R132H inh	TRHR agonist	TrxR1 inh	TRHR enhancer
1	CCc1[nH]nc2c1C(c1ccc(Br)s1)C(C#N)=C(N)O2 (centres undefined)	-9	13%	0.3	u	-2
2	Cc1cn2c(=O)cc(COc3ccccc3NC(=O)c3ccccc3C)nc2s1	x	-4%	-0.4	9%	4
3	CCOc1ccccc1C(=O)NC1CC2CCCC(C1)N2C1CC1 (centres undefined)	7	2%	-0.1	32%	-1
4	Cn1c(=O)n(C)c2cc(N3CCCC3)c(NC(=O)Nc3ccccc3)cc21	x	-3%	0.6	-1%	-7
5	CCC(C)[C@H](NC(=O)[C@@H]1CSC2c3ccccc3C(=O)N21)C(=O)NC1CCCC1 (some centres undefined)	-2	3%	1.2	19%	-5
6	O=C(CN1c2cccc3cccc(c23)S1(=O)=O)NCc1ccc(Cl)cc1	-15	2%	0.3	24%	-4
7	O=S(=O)(c1cccc(S(=O)(=O)N2CCCC2)c1)c1cccc(S(=O)(=O)N2CCCC2)c1	-22	1%	-1.2	17%	14
8	O=C(CSc1nc(-c2ccc(F)cc2)cs1)N1CCc2ccccc21	-26	2%	0.3	21%	-2

item	D2 ag	Pin1 inhibitor	USP1-UAF1 inh	TrxR1 substrate
1	2.9	-3%	-10%	-4%
2	0.4	-3%	-12%	-1%
3	-0.7	-4%	-13%	9%
4	-1.3	0%	-14%	1%
5	0.2	3%	-28%	6%
6	0.0	2%	-4%	16%
7	-1.7	22%	-17%	1%
8	0.7	-2%	-17%	8%

Further entries.
item	Structure	D2 antag	IDH1 R132H inh	TRHR agonist	TrxR1 inh	TRHR enhancer
9	O=C(O)c1ccc(OS(=O)(=O)c2cccc(C(F)(F)F)c2)cc1	-32	-7%	0.4	20%	-1
10	O=C(CN1C(=O)NC2(CCCC2)C1=O)Nc1ccc(OC(F)(F)F)cc1	-7	0%	-0.4	14%[57.1 µM]	3
11	CCCCCSc1nc2c(cnn2-c2ccccc2)c(=O)[nH]1	-19	1%	1.3	7%	0
12	CCOC(=O)C1CCN(C(=O)c2cccnc2Oc2ccccc2)CC1	1	5%	1.0	10%	-1
13	CCCc1nc2sc3c(=O)n(N)cnc3c2c2c1CCCC2	-5	2%	0.1	18%	2
14	OC(COc1ccc(CNCCc2ccccc2F)cc1)CN1CCCCC1 (centres undefined)	-5	-6%	3.3	14%	5
15	COc1ccc(NC(=O)c2ccccc2NC(=O)CN2CCCCCC2)cc1	1	-2%	-0.4	17%	-4
16	COc1ccc(/C=N/n2c(=S)n(C)c3ccccc32)cc1OC	-1	14%	-1.0	8%	4

item	D2 ag	Pin1 inhibitor	USP1-UAF1 inh	TrxR1 substrate
9	0.0	1%	-13%	3%
10	0.0	6%	-14%	-9%
11	0.8	1%	-9%	-1%
12	0.9	-3%	-19%	-3%
13	0.3	2%	3%	4%
14	10	4%	-3%	0%
15	-0.3	4%	-14%	2%
16	-0.4	6%	-12%	-2%

(next part)
item	Structure	D2 antag	IDH1 R132H inh	TRHR agonist	TrxR1 inh	TRHR enhancer
17	COc1cc(OC)cc(C(=O)NCC(C)NC(=O)c2cc(OC)cc(OC)c2)c1 (centres undefined)	x	1%	x	16%[11.4 µM]	x
18	CCOCC(=O)Nc1cc(OC)c(Cl)cc1OC	6	4%	-0.5	-4%	-4
19	COc1cc(Cl)c(S(=O)(=O)n2cnc(C)c2)cc1Cl	5	-1%	-0.4	24%	14
20	O=C(c1ccc(Br)o1)N1CCC(c2nc3ccccc3[nH]2)CC1	-6	10%	0.7	45µM*	-1
21	COc1cccc(CN2CCN(Cc3nc(-c4cccc(F)c4F)oc3C)CC2=O)c1	x	-5%	0.3	19%[57.1 µM]	4
22	C/C(=N\Nc1ccccc1[N+](=O)[O-])c1ccccc1O	1	-1%	0.2	6%	-8
23	C[C@H](NC(=O)c1[nH]cnc1C(=O)Nc1ccccc1)c1ccccc1	x	-9%	0.6	11%	-2
24	CCc1cccc(CC)c1NC(=O)CO/N=C(\C)c1cccs1	-14	2%	-0.3	-12%	-12

item	D2 ag	Pin1 inhibitor	USP1-UAF1 inh	TrxR1 substrate
17	x	-9%	-13%	8%[57.1 µM]
18	-0.8	-15%	-10%	-3%
19	-2.8	-8%	-2%	2%
20	0.2	13%	-10%	-3%
21	x	2%	0%	3%
22	0.9	7%	-10%	-2%
23	x	-3%	-27%	-3%
24	-1.5	-1%	1%	-5%

Carrying on.
item	Structure	D2 antag	IDH1 R132H inh	TRHR agonist	TrxR1 inh	TRHR enhancer
25	COc1ccc(NC(=O)CSc2nc(N)cc(N)n2)cc1S(=O)(=O)N1CCCCC1	-50	10%	0.0	1%	3
26	CCSc1nc(-c2ccccc2)c(-c2ccccc2)n1CC(O)CO (centres undefined)	x	1%	0.0	8%	8
27	CCN(Cc1cnn(C)c1)Cc1nc(C(c2ccccc2)c2ccccc2)no1	4	-10%	-1.3	16%	-9
28	CC(=NNC(=S)Nc1ccc(C)cc1)c1ccccn1	x	0%	x	u	x
29	Cc1ccc(NC(=O)C(c2ccc(Cl)cc2)N2CCCCC2)cc1 (centres undefined)	9	-7%	0.7	0%	-3
30	CCn1c(SCC(=O)N2c3ccccc3CC2C)nnc1-c1ccco1 (centres undefined)	x	11%	x	u	x
31	N#C/C(=C\c1ccccn1)c1nc2ccccc2s1	x	19%	45*	56µM*	3
32	CCCN(CC(=O)Nc1ccccc1C)C(=O)c1cn2ccccc2n1	-13	6%	-0.9	-8%	-3

item	D2 ag	Pin1 inhibitor	USP1-UAF1 inh	TrxR1 substrate
25	-0.7	3%	-22%	3%
26	x	1%	-12%	23%
27	-3.2	-4%	-13%	-2%
28	x	2%	-3%	-11%
29	-1.5	5%	-7%	5%
30	x	8%	-3%	11%
31	x	u	424%[activator]	-5%
32	0.1	0%	0%	-16%

Record cards, as listed above.
O=C(O)c1ccc(OS(=O)(=O)c2cccc(C(F)(F)F)c2)cc1 is listed as D2 antag = -32; IDH1 R132H inh = -7%; TRHR agonist = 0.4; TrxR1 inh = 20%; TRHR enhancer = -1; D2 ag = 0.0; Pin1 inhibitor = 1%; USP1-UAF1 inh = -13%; TrxR1 substrate = 3%
COc1ccc(/C=N/n2c(=S)n(C)c3ccccc32)cc1OC is listed as D2 antag = -1; IDH1 R132H inh = 14%; TRHR agonist = -1.0; TrxR1 inh = 8%; TRHR enhancer = 4; D2 ag = -0.4; Pin1 inhibitor = 6%; USP1-UAF1 inh = -12%; TrxR1 substrate = -2%

Some of the entries so far, with values under each structure.
Order of results: D2 antag | IDH1 R132H inh | TRHR agonist | TrxR1 inh | TRHR enhancer | D2 ag | Pin1 inhibitor | USP1-UAF1 inh | TrxR1 substrate
26) CCSc1nc(-c2ccccc2)c(-c2ccccc2)n1CC(O)CO (centres undefined)
    x | 1% | 0.0 | 8% | 8 | x | 1% | -12% | 23%
32) CCCN(CC(=O)Nc1ccccc1C)C(=O)c1cn2ccccc2n1
    -13 | 6% | -0.9 | -8% | -3 | 0.1 | 0% | 0% | -16%

Results in sequence from the list.
TRHR agonist, entries 27–32 → -1.3, x, 0.7, x, 45*, -0.9
TrxR1 substrate, entries 27–32 → -2%, -11%, 5%, 11%, -5%, -16%

Further entries follow.
item	Structure	D2 antag	IDH1 R132H inh	TRHR agonist	TrxR1 inh	TRHR enhancer
33	CC(C)(C)OC(=O)N/N=C\c1ccc(OC(=O)c2ccco2)cc1	-4	0%	-1.7	13%[57.1 µM]	2
34	O=C(c1ccc(=O)[nH]c1)N(Cc1ccco1)C1(C(=O)NC2CCCC2)CCCCC1	18	1%	-1.0	5%	6
35	O=C(OCc1nnc(-c2ccccc2)o1)c1ccco1	4	2%	-2.5	-10%	3
36	Cc1ccc(NC(=O)CN2CCc3ccccc3C2)cc1F	4	7%	0.3	21%	0
37	O=C(CSc1nc(NS(=O)(=O)c2ccccc2)cc(=O)[nH]1)Nc1ccc(Cl)cc1	8	-2%	3.5	51%[activator]	-3
38	O=C1/C(=C/c2ccc(N3CCCC3)cc2)NC(=S)N1C1CC1	-20	3%	91*	0%	9
39	Cc1cc(Cl)cc(C)c1OCC(=O)O	8	5%	-0.2	-7%	3
40	O=C(Nn1cnnc1)c1cc2cc(Br)ccc2oc1=O	20	-3%	0.1	-14%[57.1 µM]	-3

item	D2 ag	Pin1 inhibitor	USP1-UAF1 inh	TrxR1 substrate
33	-1.6	-3%	-24%	-4%
34	0.0	-1%	-14%	9%
35	0.4	4%	4%	-3%
36	-0.5	4%	-12%	2%
37	0.8	82%[activator]	-20%	6%
38	48*	u	u	-2%
39	-0.1	0%	-14%	-11%
40	0.9	1%	-24%	-5%[57.1 µM]
